Source: PubChem (several laboratories)
ROMK primary – ROMK potassium channel modulators, primary screen, cell-based, thallium flux, MLSMR library | ATP-sensitive inward rectifier potassium channel 1 (Homo sapiens), P48048 | Tet-inducible ROMK, thallium flux fluorescence; actives lie on both sides | B-score at 10 µM | 130,000 tested, 2% active;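 active means signal ratio slope over the read window, or its plate-corrected B-score, at least 3 SD from the plate mean, either direction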;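 further: B-score of the F/F0 ratio slope over 7 to 12 s after thallium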
Target sequence (P48048 whole entry, looked up): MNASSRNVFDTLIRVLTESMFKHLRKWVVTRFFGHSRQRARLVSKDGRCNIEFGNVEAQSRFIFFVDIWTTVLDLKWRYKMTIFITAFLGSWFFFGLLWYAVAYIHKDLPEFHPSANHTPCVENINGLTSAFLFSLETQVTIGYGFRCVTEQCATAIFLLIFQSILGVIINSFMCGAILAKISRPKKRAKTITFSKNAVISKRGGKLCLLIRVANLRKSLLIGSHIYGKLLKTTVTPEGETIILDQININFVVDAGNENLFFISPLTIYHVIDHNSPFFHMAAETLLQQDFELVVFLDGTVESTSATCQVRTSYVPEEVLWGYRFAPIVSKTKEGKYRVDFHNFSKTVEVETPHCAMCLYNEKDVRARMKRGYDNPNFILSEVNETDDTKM
RAM inhibit – inhibitors of the yeast RAM network, primary screen, dse1pr::URA3 reporter, 5-FOA selection; S. cerevisiae dse1pr::URA3 reporter, 5-FOA growth OD615, 2 d; analog-sensitive cbk1-as2 kinase mutant strain; inhibition, % at 50 µM; 190,000 tested, 1.8% active; AID 868, 2007;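 active means inhibition above a set limit, 3 SD over mean compound inhibition, cut at about 8.4% in these data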;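 further: 0% = DMSO-only wells with no growth and 100% = 10 µM 1-NA-PP1 full growth; inhibition rescues growth on 5-FOA so higher OD means more RAM inhibition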
PPARg SRC-3 ag – PPARgamma agonists recruiting SRC-3 coactivator, primary screen, biochemical; Peroxisome proliferator-activated receptor gamma (Homo sapiens), P37231; biochemical PPARgamma/SRC-3 coactivator recruitment assay; activation, % at 8 µM; 200,000 tested, 0.26% active; in the data active means activation above about 23%;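 further: 0% = DMSO and 100% = reference agonist; some compounds past the cut are filed as inactive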
Target sequence (P37231 whole entry, looked up): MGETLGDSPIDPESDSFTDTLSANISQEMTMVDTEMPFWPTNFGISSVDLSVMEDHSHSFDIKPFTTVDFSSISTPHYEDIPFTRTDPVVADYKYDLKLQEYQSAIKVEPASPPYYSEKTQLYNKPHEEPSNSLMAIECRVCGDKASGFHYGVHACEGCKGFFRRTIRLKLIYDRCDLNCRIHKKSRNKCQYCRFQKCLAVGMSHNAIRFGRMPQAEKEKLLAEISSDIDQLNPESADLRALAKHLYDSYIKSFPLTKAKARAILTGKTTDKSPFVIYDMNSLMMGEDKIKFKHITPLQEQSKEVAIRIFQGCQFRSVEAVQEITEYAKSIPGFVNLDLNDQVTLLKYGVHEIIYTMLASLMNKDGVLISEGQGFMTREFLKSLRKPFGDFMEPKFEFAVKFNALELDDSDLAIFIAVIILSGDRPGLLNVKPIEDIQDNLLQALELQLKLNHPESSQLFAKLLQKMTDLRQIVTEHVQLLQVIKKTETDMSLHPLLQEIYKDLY
bIAP inh – bovine intestinal alkaline phosphatase inhibitors, primary screen, selectivity assay for TNAP inhibitor project, biochemical, bovine IAP, CDP-star luminescence; 190,000 tested, under 10 active; AID 1019, 2008; alkaline phosphatase, intestinal [Bos taurus]; purified bovine IAP, 30 min; inhibition, % at 20 µM;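 active means over 50% inhibition of intestinal alkaline phosphatase at 20 µM in the single-dose screen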
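System: Purified bovine intestinal alkaline phosphatase (IAP) enzyme | Input: IAP diluted 1/65,000,000 in the well | Also added: CDP-star chemiluminescent phosphatase substrate, 30 µM final | Dosing: 20 µM single dose | Times: Enzyme reaction for 30 min at room temperature | Detection: Luminescence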
PPARg SRC1 recr – PPARgamma agonists recruiting SRC-1 coactivator, primary screen, biochemical; PPARgamma-SRC-1 coactivator recruitment biochemical assay; activation, % at 8 µM; 200,000 tested, 0.41% active; AID 631, 2007; in the data active means activation above about 19%;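 further: 0% = DMSO and 100% = reference agonist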
DTT redox prof – compounds producing H2O2 with reducing agent – biochemical, NIH compound library profiling, artefact control for MLSCN library redox annotation, primary screen; DTT-dependent redox cycling H2O2, phenol red/HRP absorbance; 100% = 100 µM peroxide control, 0% = buffer; 200,000 tested, 0.03% active; activation, % at 10 µM;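 active means activation of at least 50% relative to the plate's high and low controls in the primary single-dose screen; inactive means activation below 50%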;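 further: compound incubated with DTT at 0.8 mM final as the reducing agent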
Efa HMGR inh – inhibitors of E. faecalis class II HMGR, primary screen, biochemical, Enterococcus faecalis | purified E. faecalis HMGR, NADPH absorbance 340 nm kinetic | inhibition, % at 10 µM | 190,000 tested, 0.41% active | AID 1066, 2008;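 active means inhibition above a set limit, the median over all tested compounds plus 3 SD, cut at about 9.5% in these data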;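 further: enzyme runs in reverse so mevalonate oxidation gives rising NADPH absorbance; 0% = complete reaction with DMSO and 100% = background rate lacking mevalonate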
PPARg SRC-2 ag – agonists of PPARg-SRC-2 recruitment, primary screen, biochemical, HTS; Peroxisome proliferator-activated receptor gamma (Homo sapiens), P37231; PPARgamma LBD-SRC-2 recruitment; activation, % at 8 µM; 200,000 tested, 0.34% active; AID 1032, 2008; in the data active means activation above about 22%;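 further: 0% = vehicle and 100% = reference agonist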
SRC2 TRFRET art – TR-FRET signal artefacts, primary screen, artefact control for PPARgamma SRC-2 agonist project, biochemical. 200,000 tested, 0.4% active. TR-FRET ratio at 8 µM. TR-FRET artefact counter-screen; stronger effect = higher value; in the data active means TR-FRET ratio above about 2000; further: inactives centre near 1500
S1P3 antag – S1P3 receptor antagonists, primary screen, cell-based | Sphingosine 1-phosphate receptor 3 (Homo sapiens), Q99500 | inhibition, % at 4.98 µM | 170,000 tested, 0.27% active | CHO S1P3 NFAT-BLA reporter, FRET fluorescence, antagonist mode;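 active means inhibition above the plate cutoff, the mean inhibition of test wells on that plate plus 3 SD, cut at about 28% in these data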;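 further: cells challenged with S1P at its EC80 of 0.8 µM; blue over green emission ratio from cleaved BLA substrate after 4 h stimulation; 0% = S1P-stimulated wells and 100% = unstimulated DMSO-only wells; some compounds past the cut are filed as inactive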
L major viab – Leishmania major promastigote growth inhibition, primary screen | Leishmania major promastigotes, resazurin fluorescence viability | inhibition, % at 10 µM | 200,000 tested, 9% active; in the data active means inhibition above about 50%;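 further: promastigotes grown with compound for 44 hours at 28 °C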
* marks the source's active call; other numbers are inactive results; . = no result given.

no.	SMILES	ROMK primary	RAM inhibit	PPARg SRC-3 ag	bIAP inh	PPARg SRC1 recr	DTT redox prof
1	O=C(NCC(=O)N(Cc1cccs1)C(C(=O)NC1CCCC1)c1ccncc1)c1ccco1 (centres undefined)	.	0.3	8	-10	-2	1.7
2	O=C(O)COCC(=O)Nc1ccc(-n2cnnn2)cc1	0.19	0.0	3	-12	2	-0.3
3	CN(C)c1ccc(CN2CCC(C(N)=O)CC2)cc1	0.82	0.2	1	4	-7	-0.3
4	CCOc1ccc2nc(N=NC3=C(O)CC(C)(C)CC3=O)sc2c1	0.69	4.4	5	26	1	1.0
5	CC(C)(C)c1ccc(C(=O)N2CCC(=O)N(C(COCc3ccccc3)Cc3ccccc3)CC2)cc1 (centres undefined)	-3.4	7.5	-4	8	-5	0.5
6	CCOc1ccc(-c2nc(C#N)c(N3CCN(C)CC3)o2)cc1	.	1.9	7	-2	-2	-1.4
7	CS(=O)(=O)N(CC(=O)NCCSc1ccccn1)c1ccc(F)cc1	0.2	1.8	-9	-6	0	0.0
8	Cc1nn(Cc2ccccc2Cl)c(C)c1NC(=O)c1ccn(C)n1	0.046	1.1	-4	-7	-6	-0.2
9	COc1ccc(CNC(=O)CSc2ncn[nH]2)cc1	.	-0.8	-5	6	2	1.8
10	Cc1cc(C(=O)NCc2ccccc2F)cs1	.	0.5	-1	6	-6	2.4
11	CCOC(=O)C1Cc2c([nH]c3ccccc23)C(C)N1 (centres undefined)	0.23	2.0	0	3	-4	-0.4
12	COc1ccc(OC)c(/C=N/NC(=O)CNC(=O)c2ccc(S(=O)(=O)N3CCOCC3)cc2)c1	-0.57	1.3	6	-8	1	0.4
13	CCCCn1nc2cc(C(=O)NCc3ccc(OC(F)(F)F)cc3)ccc2c1OC	.	-0.8	-4	1	-3	2.0
14	CCOc1ccc(S(=O)(=O)N2CCN(C(=S)NCc3ccco3)CC2)cc1	-1.9	0.9	1	-4	-1	0.0
15	Nc1cc(C(=O)O)ccc1Nc1ccc(F)c(F)c1	.	-0.2	3	13	-5	5.0

no.	Efa HMGR inh	PPARg SRC-2 ag	SRC2 TRFRET art	S1P3 antag	L major viab
1	33*	10	1735	4	-4
2	-10	8	1788	3	-8
3	-4	4	1347	4	-2
4	2	3	1715	-2	28
5	-6	5	1411	-27	52*
6	-1	14	1521	5	1
7	-5	-6	1558	-11	-4
8	1	0	1404	-7	-4
9	-2	9	1542	4	-8
10	1	-2	1412	21	3
11	-1	-3	1478	.	-5
12	-5	-9	1623	-3	65*
13	-7	3	1524	.	1
14	1	0	1568	4	-7
15	0	-2	1537	-4	-1

One compound at a time (already shown). Values in the order: ROMK primary | RAM inhibit | PPARg SRC-3 ag | bIAP inh | PPARg SRC1 recr | DTT redox prof | Efa HMGR inh | PPARg SRC-2 ag | SRC2 TRFRET art | S1P3 antag | L major viab
`CCOc1ccc2nc(N=NC3=C(O)CC(C)(C)CC3=O)sc2c1` in the list: 0.69 | 4.4 | 5 | 26 | 1 | 1.0 | 2 | 3 | 1715 | -2 | 28
`Cc1cc(C(=O)NCc2ccccc2F)cs1` in the list: . | 0.5 | -1 | 6 | -6 | 2.4 | 1 | -2 | 1412 | 21 | 3
`CCOC(=O)C1Cc2c([nH]c3ccccc23)C(C)N1` (centres undefined) in the list: 0.23 | 2.0 | 0 | 3 | -4 | -0.4 | -1 | -3 | 1478 | . | -5
`O=C(O)COCC(=O)Nc1ccc(-n2cnnn2)cc1` in the list: 0.19 | 0.0 | 3 | -12 | 2 | -0.3 | -10 | 8 | 1788 | 3 | -8
`CCOc1ccc(S(=O)(=O)N2CCN(C(=S)NCc3ccco3)CC2)cc1` in the list: -1.9 | 0.9 | 1 | -4 | -1 | 0.0 | 1 | 0 | 1568 | 4 | -7

Additional results follow.
no.	SMILES	ROMK primary	RAM inhibit	PPARg SRC-3 ag	bIAP inh	PPARg SRC1 recr	DTT redox prof
16	CCCCCOc1ccc(C(=O)N(Cc2ccco2)C2CCS(=O)(=O)C2)cc1 (centres undefined)	-0.29	1.3	-2	-2	7	0.4
17	CCN(CC)C(=O)C(C)OC(=O)COc1ccc(Cl)cc1Cl (centres undefined)	0.35	0.6	1	24	-4	0.0
18	Cc1cc(-c2cccc(Br)c2)c(C#N)c(N)n1	1	6.1	13	19	22*	-0.7
19	COc1cc(OC)c(NC(=O)c2ccco2)cc1Cl	.	1.7	-8	6	-2	2.5
20	N=C1c2ccccc2CN1NC(=O)CC12CC3CC(CC(C3)C1)C2	-0.17	0.0	-4	-4	-9	-0.3
21	COc1ccc(CCn2c(C)c(C(C)=O)c3cc(OC(=O)c4ccco4)ccc32)cc1OC	-0.1	1.3	22	3	4	0.0
22	COc1ccc(Cl)c(NC(=O)Cn2nnc(-c3ccccc3N)n2)c1	.	1.0	6	0	7	-0.7
23	CCN1CCN(C(=O)c2cn(CCOC)c(=O)c3c2c2ccccc2n3C)CC1	0.00056	0.1	6	-8	4	0.5
24	Cn1c(NCC(O)c2ccccc2)nc2c1c(=O)n(Cc1ccc(Cl)cc1)c(=O)n2C (centres undefined)	0.44	0.6	17	-2	-3	0.9
25	O=C(NCCN1CCOCC1)c1ccc(CSc2nc3ccncc3n2Cc2ccc(F)cc2)cc1	0.4	1.6	6	-14	4	-0.3
26	CCOC(=O)c1ccc(-n2c(C)nc3c(cnn3-c3ccccc3C)c2=O)cc1	.	1.7	18	-2	5	-0.6
27	O=C(c1cccc(COc2ccc(Cl)cc2Cl)c1)N1CCN(c2ccccn2)CC1	.	0.8	2	-2	-1	0.5
28	CC(=O)N1N=C2/C(=C/c3ccccc3)CCCC2C1c1ccccc1 (centres undefined)	.	0.0	4	-4	6	-0.2
29	O=C(CSc1ccc(Cl)cc1)Nc1ncccn1	0	-0.4	1	5	1	-0.5
30	CN(C)S(=O)(=O)c1ccc(NC(=O)N2CCN(c3cccc(C(F)(F)F)c3)CC2)cc1	.	0.9	22	6	7	0.4

no.	Efa HMGR inh	PPARg SRC-2 ag	SRC2 TRFRET art	S1P3 antag	L major viab
16	1	3	1488	22	-2
17	2	2	1730	-3	58*
18	-7	25*	1927	-14	1
19	-3	-4	1401	-5	-3
20	1	7	1367	-13	8
21	-3	11	1440	.	5
22	-4	-9	1750	-12	6
23	2	9	1764	25	-3
24	1	-6	1462	.	-1
25	-3	6	1495	-4	-2
26	1	6	1409	-50	-7
27	2	7	1660	-11	-2
28	-3	-5	1562	-18	97*
29	-2	5	1601	15	28
30	-1	-1	1582	.	21

Going on with the list.
no.	SMILES	ROMK primary	RAM inhibit	PPARg SRC-3 ag	bIAP inh	PPARg SRC1 recr	DTT redox prof
31	Cc1ccc(-n2nc(-c3cccnc3)cc2C(=O)N2CCOCC2)c(C)c1	0.023	-0.3	-10	0	-1	0.5
32	CCN1CCN(C(=O)Nc2cc(Cl)ccc2OC)CC1	-0.45	0.7	5	1	5	-0.3
33	Cc1ccc(C)c(Cn2c(=O)n(CCC(=O)NCc3ccco3)c(=O)c3ccccc32)c1	1.2	0.4	6	8	-1	-0.4
34	CN(C)c1cccc(C(=O)OC(C(=O)Nc2ccc(Cl)cc2C(F)(F)F)c2ccccc2)c1 (centres undefined)	.	5.7	3	3	4	0.8
35	NC(=O)c1ccc(NCCc2ccccc2)c([N+](=O)[O-])c1	0.9	3.2	3	15	1	-0.9
36	O=C(c1ccc(Cl)c(Cl)c1)N1CCOCC1	.	0.9	-1	5	1	0.4
37	COc1ccccc1NC(=O)c1ccc2c(c1)nnn2C	-0.15	1.5	3	0	11	-0.3
38	Cc1ccc(-c2nc(-c3cccnc3)no2)c(C)c1	-0.015	-0.1	-11	12	3	1.7
39	COc1ccc2nc(N=NC3=C(O)CC(C)(C)CC3=O)sc2c1	.	3.1	-7	3	-1	0.1
40	COc1ccc(NC(=S)N(CCc2ccc(OC)c(OC)c2)Cc2ccccn2)cc1	-0.075	1.9	3	-19	2	-1.5
41	COc1cc(/C=C/C(=O)c2ccc(C)cc2)ccc1OCC#N	-1.1	13*	1	10	-2	0.1
42	CCOc1ccc(NC(=S)Nc2cc(C)[nH]n2)cc1	1.4	2.3	3	8	0	1.2
43	Cc1cc(=O)oc2ccc(OCC(=O)N3CCc4ccccc43)cc12	-2.2	2.0	1	25	8	0.8
44	Cc1cc(C)cc(OC(=O)CS(=O)c2ccc(C(F)(F)F)cc2[N+](=O)[O-])c1 (centres undefined)	.	2.7	14	12	4	1.0
45	COc1ccc(C2CC(c3ccccc3)Nc3ncnn32)cc1 (centres undefined)	.	-0.1	-1	5	-6	-0.3

no.	Efa HMGR inh	PPARg SRC-2 ag	SRC2 TRFRET art	S1P3 antag	L major viab
31	-8	-4	1430	.	4
32	3	1	1592	-7	-1
33	-1	0	1778	-50	-2
34	-2	4	1457	6	3
35	0	10	1629	-29	2
36	-4	3	1623	7	-5
37	2	3	1607	-9	-3
38	-5	14	1582	8	3
39	-4	0	1407	-12	-6
40	5	-1	1490	7	7
41	-2	1	1362	-3	98*
42	-8	1	1544	6	5
43	-2	0	1579	.	14
44	2	1	1481	.	-3
45	2	0	1479	.	6

(cont.)
no.	SMILES	ROMK primary	RAM inhibit	PPARg SRC-3 ag	bIAP inh	PPARg SRC1 recr	DTT redox prof
46	CCOC(=O)C1CCN(S(=O)(=O)c2ccc(-c3nc4ccccc4s3)s2)CC1	.	8.4*	1	3	1	4.5
47	COc1ccc(NC(=O)N2CCN(c3ccc([N+](=O)[O-])cc3)CC2)cc1OC	-2.6	1.1	-2	2	-3	0.6
48	Cc1ccc(C)c(S(=O)(=O)NCc2ccncc2)c1	.	2.7	-2	2	-4	-4.5
49	COc1ccc(C2=CC(c3ccc(OC)c(OC)c3)n3nnnc3N2)c(OC)c1 (centres undefined)	-0.6	-0.7	-3	-3	-2	-0.5
50	CC1(C)CC(=O)C2=C(C1)OC(N)=C(C#N)C2c1cc2c(cc1[N+](=O)[O-])OCO2 (centres undefined)	-0.46	4.7	6	32	5	0.3
51	COc1cc(C(=S)N2CCN(c3cccc(Cl)c3)CC2)ccc1O	0.88	5.2	-4	7	-3	-0.4

no.	Efa HMGR inh	PPARg SRC-2 ag	SRC2 TRFRET art	S1P3 antag	L major viab
46	-3	1	1519	2	-1
47	-1	3	1497	-9	29
48	-4	-1	1546	.	-3
49	-5	-1	1444	14	25
50	-2	-1	1614	-6	65*
51	1	-1	1488	3	-3
